Screening results (PubChem BioAssay)
CSM14.1 death rescue: rescue of cells from ER stress-induced death, primary screen, 384-well, CSM14.1, thapsigargin, ATP luminescence (AID 1222); 190,000 tested, under 10 active; cellular ATP content (survival), % at 20 µM; hits with a dose series show EC50 in µM; CSM14.1 thapsigargin-induced death rescue, ATP luminescence; higher % means a stronger effect;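 active = EC50 below 50 µM in the dose-response confirmation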;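 note: death triggered by thapsigargin at about 15 µM added after 2 h compound pretreatment; cell ATP read after overnight thapsigargin exposure of roughly 18 to 22 hours; normalized against plate controls of thapsigargin alone and 5% DMSO vehicle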
Yfh1-depleted yeast: mitochondrial function rescue without frataxin homolog – Friedreich's ataxia, plus single-dose screen, dose response (AID 1465); fold induction at 50 µM, or EC50 in µM where a hit was titrated; S. cerevisiae Yfh1-off respiration, WST-1 reduction, 72 h; higher fold induction means a stronger effect; 0.074% of 220,000 active;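 active = fold induction of absorbance versus untreated yeast above a set limit, then at least 30% activation at any dose in follow-up; inconclusive = repeats straddling the limit, or above it without dose testing; inactive = fold induction below the set limit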;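 note: activators that raise dye reduction in frataxin-depleted yeast; strong numbers were not always called active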
NS5 inhibitors: Dengue-2 NS5 methyltransferase inhibitors, primary screen, biochemical, confirmation dose response (AID 588689) | Dengue-2 NS5 methyltransferase capping enzyme assay, biochemical; higher % means a stronger effect | inhibition, % at 25 µM; hits with a dose series show IC50 in µM | 0.3% of 340,000 active; in the data active = a potency from the dose series; inconclusive = inhibition above about 29% without an active follow-up result
SV40 large T antigen: TAg ATPase/helicase activity blockers – biochemical (AID 1903); SV40 large T antigen ATPase/helicase inhibition assay; higher % means a stronger effect; one-dose inhibition, % at 20 µM; IC50 in µM for titrated hits; 0.39% of 310,000 active; in the data active = a potency from the dose series; inconclusive = inhibition mostly from about 32% at the one dose, without a potency; inactive = the rest, 99 in 100 with inhibition below about 32%; note: strong numbers were not always called active
WT yeast gro inh: growth inhibition of WT yeast, mitochondrial fusion screen. inhibition, % at 10 µM. mitochondrial fusion phenotypic screen, WT strain. 2.1% of 190,000 active; in the data active = inhibition above about 58%; tested in S. cerevisiae
XIAP displacement: small molecules displacing peptide from XIAP – biochemical, IAP family, fluorescence polarization (AID 1018) | XIAP BIR domain, fluorescence polarization peptide displacement; higher % means a stronger effect | 0.007% of 200,000 active | one-dose displacement, % at 20 µM; IC50 in µM for titrated hits; in the data active = displacement above about 50%; note: a part of the inactive calls stands beside numbers as strong as those of hits
K1F lysis inhibition: protection from phage-mediated lysis, alamar blue read-out – E. coli UTI89, K1F phage, bacterial capsule biogenesis inhibitors (AID 488966). E. coli UTI89 K1F phage lysis, alamar blue, 2 h; higher % means a stronger effect. one-dose inhibition, % at 100 µM; IC50 in µM for titrated hits. 0.02% of 340,000 active;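 active = phage lysis inhibition, versus mean bacterial control, above a set limit; inconclusive = no clear call, values can overlap the other calls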;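 note: capsule biogenesis inhibitors block K1F phage lysis so surviving cells raise fluorescence; higher fluorescence means more inhibition of phage lysis; actives were called in the ten point dose series up to 300 µM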
RSV antiviral HEp-2: inhibition of RSV-induced cytopathic effect – HEp-2 cells, primary 10 µM value included (AID 2391); HEp-2 cells, RSV-induced CPE inhibition; higher % means a stronger effect; one-dose CPE inhibition, % at 10 µM; IC50 in µM for titrated hits; 0.13% of 310,000 active; in the data active = a potency from the dose series; inconclusive = CPE inhibition mostly from about 23% at the one dose, without a potency; inactive = the rest, 99 in 100 with CPE inhibition below about 21%; note: strong numbers were not always called active
West Nile virus CPE: West Nile virus antiviral activity, cell-based, CPE readout (AID 1621); CPE inhibition, % at 10 µM, or IC50 in µM where a hit was titrated; 0.02% of 290,000 active; West Nile virus-infected cells, CPE inhibition; higher % means a stronger effect; in the data active = a potency from the dose series; inconclusive = CPE inhibition mostly from about 3.7% at the one dose, without a potency; inactive = the rest, 99 in 100 with CPE inhibition below about 2.2%; note: strong numbers were not always called active
WT yeast gro inh mutant strain: also measured in WT yeast gro inh; calls as there; inhibition, %; mitochondrial fusion phenotypic screen, mutant strain inhibition
NS5 inhibitors pilot replicate: also measured in NS5 inhibitors; calls as there; inhibition, %; measured here: pilot screen replicate inhibition
Numbers without * were called inactive; i = inactive; ? = inconclusive; . = no result given; & = joins results of further samples; [ ] = remark or other dose.

SMILES	CSM14.1 death rescue	Yfh1-depleted yeast	NS5 inhibitors	SV40 large T antigen	WT yeast gro inh	WT yeast gro inh mutant strain	XIAP displacement	K1F lysis inhibition	RSV antiviral HEp-2	West Nile virus CPE	others
Cc1ccc(N2CC(C(=O)N3CCN(c4ccccc4)CC3)CC2=O)cc1 (stereo unspecified)	1.3%	i	-2%	2%	-1	-14	1.6%	1.1%	0.7%	-0.1%
CCC(=O)c1ccc(OCC(=O)OCC(=O)c2cc(C)n(C)c2C)cc1	.	.	-5%	14%	.	.	.	0.1%	2.8%	1.0%
CCOC(=O)c1c(C)nc2sc3c(=O)n(-c4ccc(OC)cc4)nnc3c2c1-c1ccc(OC)cc1	-8.7%	i	-6%	2%	20	-6	-1.7%	0.5%	-1.6%	0.8%
COc1ccc(/C(CC2(O)C(=O)Nc3ccccc32)=N\O)cc1 (stereo unspecified)	-0.8%	i	-7%	12%	-2	14	-4.7%	0.1%	1.1%	1.4%
COc1cc(/C=C/C(=O)OCC(=O)Nc2ccc(S(=O)(=O)N3CCCC3)cc2)ccc1O	-6.7%	i	2%	25%	-16	-15	0.4%	2.8%	0.9%	-0.4%
CC(=O)NN1C(=O)/C(=C\c2ccccc2)SC1=S	-0.7%	.	-3%	13%	44	1	-3.1%	0.7%	1.2%	.
O=C1CSC(c2cccc(F)c2)N1c1ccccc1 (stereo unspecified)	.	.	-7%	19%	.	.	.	0.4%	0.7%	-1.0%
Oc1ccc(/C=C/c2nc(-c3ccccc3O)n(-c3ccccc3)n2)cc1	-0.7%	i	3%	15%	79*	58*	-1.1%	0.1%	?	?	NS5 inhibitors pilot replicate=5.2
CC(OC(=O)c1nn(C(C)C)c(=O)c2ccccc12)C(=O)Nc1ncc(Cl)cc1Cl (stereo unspecified)	3.0%	i	-11%	-15%	13	8	-15%	1.6%	1.6%	-0.2%
O=C(O)CSc1c2c(nc3cc(C(=O)Nc4cccc(C(F)(F)F)c4)ccc13)CCCC2	.	.	1%	9%	.	.	.	0.4%	?	0.4%
Nc1nc2ccc(Cl)cc2c2nc(-c3ccco3)nn12	-2.9%	i	.	6%&3%	26	18	-1.6%	.	0.7%	0.0%
O=C(C1COc2ccccc2O1)N1CCN(Cc2ccccc2)CC1 (stereo unspecified)	.	.	6%	1%	.	.	.	-0.3%	1.9%	-0.5%
CCn1cc(CCC(=O)NCCc2ccccc2)c2ccccc21	.	.	-3%	18%	.	.	.	0.0%	3.8%	-0.6%
CCOC(=O)CCc1c(C)nc(SCCCn2c(=O)[nH]c3ccccc32)c(C#N)c1C	0.7%	i	-3%	3%	-11	2	-3.2%	2.2%	3.0%	0.0%
CCOC(=O)N1CCN(S(=O)(=O)c2c(C)cc(C)cc2C)CC1	-2.3%	i	.	3%	-14	-18	-5.1%	-0.3%	1.6%	-0.2%
Cc1ccnc(NC(=O)CNC(=O)c2ccc(C)s2)c1	.	.	-7%	3%	.	.	.	0.8%[50 µM]	0.2%	.
Cn1c2c(c(=O)n(C)c1=O)C(NC(=O)c1cccs1)(C(F)(F)F)C(=O)N2 (stereo unspecified)	0.8%	i	-3%	-5%	-16	1	-1.1%	0.6%	1.1%	0.8%
CCOC(=O)c1c(NC(=O)CCN2C(=O)c3ccccc3C2=O)sc(C(=O)OC(C)C)c1C	-0.7%	i	-5%	9%	2	-10	-7.6%	2.2%	2.6%	1.0%
O=C1C2CC=C(Cl)CC2C(=O)N1CCC[n+]1cccc2ccccc21 (stereo unspecified)	-1.1%	i	-4%	8%	7	12	-8.1%	1.3%[50 µM]	3.4%	-0.1%
CC(C)(C)C(=O)OC/C(N)=N/OC(=O)c1ccc(Cl)cc1	.	i	-2%	12%	.	.	.	0.0%	2.9%	-0.5%
O=C(NCc1nc(-c2ccc(Cl)cc2)no1)c1ccco1	.	.	-8%	7%	.	.	.	-0.1%	10%	0.5%
O=C(O)c1cccc(S(=O)(=O)N2CCC(Cc3ccccc3)CC2)c1	.	.	6%	9%	.	.	.	0.1%	2.5%	0.4%
COc1ccc(C(C)NC(=O)C2CCCC2)cc1 (stereo unspecified)	.	.	1%	26%	.	.	.	0.1%	0.4%	0.1%
Brc1cccc(OCCOCCn2ccnc2)c1	4.6%	i	-10%	4%	4	18	-3.6%	0.3%	0.9%	0.3%

7 entries already listed, ordered by formula weight, low to high:
SMILES	CSM14.1 death rescue	Yfh1-depleted yeast	NS5 inhibitors	SV40 large T antigen	WT yeast gro inh	WT yeast gro inh mutant strain	XIAP displacement	K1F lysis inhibition	RSV antiviral HEp-2	West Nile virus CPE	others
Cc1ccnc(NC(=O)CNC(=O)c2ccc(C)s2)c1	.	.	-7%	3%	.	.	.	0.8%[50 µM]	0.2%	.
Brc1cccc(OCCOCCn2ccnc2)c1	4.6%	i	-10%	4%	4	18	-3.6%	0.3%	0.9%	0.3%
CCn1cc(CCC(=O)NCCc2ccccc2)c2ccccc21	.	.	-3%	18%	.	.	.	0.0%	3.8%	-0.6%
O=C1C2CC=C(Cl)CC2C(=O)N1CCC[n+]1cccc2ccccc21 (stereo unspecified)	-1.1%	i	-4%	8%	7	12	-8.1%	1.3%[50 µM]	3.4%	-0.1%
O=C(O)c1cccc(S(=O)(=O)N2CCC(Cc3ccccc3)CC2)c1	.	.	6%	9%	.	.	.	0.1%	2.5%	0.4%
CCOC(=O)CCc1c(C)nc(SCCCn2c(=O)[nH]c3ccccc32)c(C#N)c1C	0.7%	i	-3%	3%	-11	2	-3.2%	2.2%	3.0%	0.0%
CCOC(=O)c1c(NC(=O)CCN2C(=O)c3ccccc3C2=O)sc(C(=O)OC(C)C)c1C	-0.7%	i	-5%	9%	2	-10	-7.6%	2.2%	2.6%	1.0%

Following part.
SMILES	CSM14.1 death rescue	Yfh1-depleted yeast	NS5 inhibitors	SV40 large T antigen	WT yeast gro inh	WT yeast gro inh mutant strain	XIAP displacement	K1F lysis inhibition	RSV antiviral HEp-2	West Nile virus CPE	others
COc1ccc(CN2CCCC(C(=O)c3ccc(SC)cc3)C2)cc1Cn1cccn1 (stereo unspecified)	10%	i	6%	10%	31	19	-7.0%	0.6%	-1.7%	-0.9%
CCOC(=O)C1CCN(C(=O)COC(=O)C2CCN(S(=O)(=O)c3ccc4c(c3)OCCO4)CC2)CC1	.	.	-1%	9%	.	.	.	0.8%[50 µM]	-2.6%	.
CCOc1cc(CNCc2ccncc2)cc(Br)c1OCc1ccc(F)cc1	-2.7%	i	-18%	15%	48	48	-1.9%	i	-3.6%	0.4%
CC[C@@]1(c2ccccc2OC)C(=O)N(C(=O)OC)N1C(=O)OC	.	.	-7%	20%	.	.	.	2.1%	-0.1%	-1.0%
COCCNC(=O)C1CCC(CNS(=O)(=O)c2cccc3nsnc23)CC1 (stereo unspecified)	.	.	4%	2%	.	.	.	0.4%	0.3%	-0.3%
COc1ccc(CCN2CC(C(=O)O)CC2=O)cc1 (stereo unspecified)	0.9%	i	-10%	3%	4	-3	-11%	2.8%	1.1%	0.8%
Cc1ccc(OCC(=O)NCC2CCCO2)c(C)c1 (stereo unspecified)	0.5%	i	-8%	19%	-13	-12	-3.6%	0.3%	-0.4%	-0.5%
CC(Oc1ccc(Cl)cc1)C(=O)Nc1sccc1C(N)=O (stereo unspecified)	-1.4%	i	-7%	-4%	78	84	-4.3%	0.1%	8.1%	-1.1%
CCCn1cc2c(c1-c1ccc(C)cc1)c(=O)n(C)c(=O)n2C	6.5%	i	-1%	3%	2	0	13%	1.2%	0.1%	-0.7%
Cc1onc(-c2ccccc2Cl)c1C(=O)N1CC(C)CC(C)C1 (stereo unspecified)	.	.	4%	9%	.	.	.	0.2%	0.1%	-1.8%
CCC/C(O)=C1\C(=O)CC(c2ccccc2)CC1=NCCc1c(C)[nH]c2ccccc12 (stereo unspecified)	0.9%	i	-4%	1%	32	5	-1.2%	9.9%	1.4%	0.3%
COc1ccc(-c2csc(NC(=O)C3CCCO3)n2)cc1 (stereo unspecified)	0.9%	i	1%	12%	4	-10	-4.6%	2.3%	2.6%	-0.2%
COc1cccc(OCC(O)CN2CCN(CCN3C(=O)c4cccc5cccc(c45)C3=O)CC2)c1 (stereo unspecified)	1.2%	i	.	1%	32	10	-2.0%	0.6%	-2.8%	-1.2%
COc1cc(OC)cc(C(=O)Nc2ccc(-n3cnnn3)c(C)c2)c1	-1.1%	i	-7%	18%	12	-2	-3.8%	3.8%	-0.6%	-0.4%
C/C(=N\NC(=O)c1ccn[nH]1)c1cn(C)nc1C	-1.0%	i	-5%	12%	8	7	-0.9%	0.2%	-0.9%	0.3%
COc1ccc(Sc2nc3ccccc3n3c(C(F)(F)F)nnc23)cc1	-0.9%	i	-4%	6%	6	1	-1.9%	-0.1%	0.9%	-0.1%
CCC(NC(=O)C1CCC1)c1ccccc1 (stereo unspecified)	-0.4%	i	-1%	-1%	-1	-5	2.6%	0.5%	0.7%	0.2%
COc1ccccc1C(=O)NCCC(=O)N(Cc1ccco1)Cc1cccs1	.	.	-4%	5%	.	.	.	-0.2%	3.4%	-1.6%
COc1ccc(-n2c(C)cc(C(=O)Cn3nc(C(=O)O)c4ccccc4c3=O)c2C)cc1	-5.4%	i	-1%	4%	56	6	-8.0%	2.2%	6.8%	-0.6%
Cc1ccc(NC(=O)CN(C)C(=O)COC(=O)C2=COCCO2)cc1	.	.	-4%	-2%	.	.	.	0.3%[50 µM]	-0.2%	.
NC(=O)C1CCN(C(=O)CCC(=O)c2ccc(Br)cc2)CC1	1.3%	i	1%	2%	-19	2	-6.8%	0.1%	-0.9%	-0.5%
CCOc1cc(/C=N/N2C(=O)NC3(CCCCC3)C2=O)cc(Br)c1O	-0.1%	i	7%	14%	-5	-2	-7.3%	0.6%	0.1%	0.4%
C=CCNc1oc(-c2ccc(OCC)cc2)nc1C#N	-2.2%	i	-3%	-7%	-10	4	-5.6%	4.5%	12%	-0.5%
COc1cc2cc(C(=O)NCCc3ccccc3)[nH]c2cc1OC	.	.	6%	3%	.	.	.	-0.3%[50 µM]	2.3%	0.2%
Cc1ccc(C(=O)Nc2ccccc2-c2ccccc2)cc1[N+](=O)[O-]	-2.5%	i	2%	9%	-5	3	-5.5%	0.8%	2.0%	0.1%
COCCC1CCCCN1C(=O)c1ccc(OC2CCN(C(C)=O)CC2)c(OC)c1 (stereo unspecified)	.	.	-6%	6%	.	.	.	0.0%	1.8%	0.1%
COCC1CCN(Cc2c(C(=O)N3CCc4ccccc4C3)nc3ccc(Cl)cn23)C1 (stereo unspecified)	.	.	7%	18%	.	.	.	0.1%	1.9%	-0.8%
CCN(CC)C(=O)CN(c1ccc(C)cc1)S(=O)(=O)c1ccc(SC)cc1	0.3%	i	-7%	-5%	-7	-6	-3.8%	-0.4%	2.6%	-0.8%
